Screening data deposited in PubChem BioAssay by National Center for Advancing Translational Sciences (NCATS).
RGS4 inh: blocks human RGS4-accelerated GTP hydrolysis | P49798 | Transcreener GDP fluorescence polarization, RGS4-accelerated GTP hydrolysis | Potency, µM (titrated, usually from 114 µM), without a hit: at the highest dose activity change, negative = inhibition, usual class: inhibitors | 390,000 compounds, 0.039% hits | AID 504845; further: on the % scale 0 is the no-effect control and ±100 the full control effect; nearly all actives have a fitted effect of over 75% in size; some results filed as inactive show a strong effect at the top dose
Target sequence (P49798 whole entry, looked up): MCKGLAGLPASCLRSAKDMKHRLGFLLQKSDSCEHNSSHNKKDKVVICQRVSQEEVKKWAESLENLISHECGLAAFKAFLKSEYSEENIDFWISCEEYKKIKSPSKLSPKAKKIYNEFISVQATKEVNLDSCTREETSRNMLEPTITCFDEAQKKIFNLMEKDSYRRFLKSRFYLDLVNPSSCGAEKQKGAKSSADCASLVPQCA
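MLSMR compounds (23 nl, pin-transferred) preincubated 10 min at room temperature with a 500nM (2x) first reagent, then RGS4 at 900nM (2x) plus Transcreener GDP mix added; fluorescence polarization (620/688 nm) read before and after 90 min at 30 °C.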
IDH1 R132H inh: inhibitors of human mutant IDH1 R132H. O75874. IDH1-R132H enzyme, NADPH consumption, diaphorase/resazurin fluorescence. Potency, µM (top dose mostly 76.6 µM), for the others: at the highest dose activity change, negative = inhibition, hits mostly inhibitors. 390,000 compounds, 0.093% hits. AID 602179; further: on the % scale 0 is the no-effect control and ±100 the full control effect; nearly all actives have a fitted effect of over 65% in size
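IDH1-R132H (0.5 ug/mL dispensed) in pH 7.5 Tris buffer was preincubated 30 min with compound, then given a substrate mix of 0.016 mM NADPH and 2 mM alpha-KG for 80 min at room temperature; remaining NADPH was read by diaphorase/resazurin fluorescence.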
12-LOX inh: blocks human arachidonate 12S-lipoxygenase | P18054 | Potency, µM (series often up to 108 µM), without a hit: at the top dose activity change, negative = inhibition, actives largely listed as inhibitors | 580,000 compounds, 1.1% hits | purified 12hLO, xylenol orange hydroperoxide absorbance; further: on the % scale 0 is the no-effect control and ±100 the full control effect
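Hydroperoxide product was detected by ferrous iron/xylenol orange as the 573 to 405 nm absorbance ratio. Arachidonic acid at 40 uM (final) was turned over for 30 min at room temperature by 150 nM human 12hLO, pH 7.0 Hepes buffer, after 15 min compound preincubation.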
Vif-A3F inh: inhibitors of Vif-A3F interaction. 390,000 compounds, 0.2% hits. HeLa A3F-eYFP + Vif (tagged APOBEC3F with the HIV-1 protein that degrades it), YFP fluorescence increase. AID 602313. Potency, µM (highest dose often 46.1 µM), for inactives: at the top dose activity, negative = active; further: % of control where 0% means no effect; nearly all actives have a fitted effect of over 65% in size
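HeLa cells stably expressing Vif plus C-terminally eYFP-tagged A3F were seeded, incubated overnight at 37 deg C, dosed with compound, incubated overnight again at 37 deg C. Yellow fluorescence (Ex 488/Em 500-530) reported blocked Vif-mediated A3F-eYFP degradation.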
TrxR1 substrate: rat thioredoxin reductase 1 substrate activity | purified TrxR1 substrate turnover, NADPH consumption readout | 390,000 compounds, 0.01% hits | Potency, µM (titrated, usually from 114 µM), for the others: top-dose activity change, negative = substrate turnover | O89049; further: on the % scale 0 is the no-effect control and ±100 the full control effect; nearly all actives have a fitted effect of over 50% in size
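Rat TrxR1, dispensed at 90 nM, was prereduced with 400 uM NADPH (final) for 5 min at ~22 deg C, then incubated with compound 15 min before 400 uM selenite. A first-read NADPH fluorescence drop versus no-compound background flagged substrates.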
RXFP1 agonist: agonists of human relaxin receptor RXFP1. 370,000 compounds, 0.3% hits. Q9HBX9. HEK293T-RXFP1 cAMP TR-FRET, 30 min; response scale: percent of porcine relaxin response, buffer zero. Potency, µM (series often up to 57.5 µM), inactives show top-dose activation, actives largely listed as activators. AID 2676; further: on the % scale 0 is the no-effect control and ±100 the full control effect; nearly all actives have a fitted effect of over 60% in size; many of its hits are not listed in these tables
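cAMP rise read by TR-FRET after 30 min, 37C compound exposure (up to 58 uM) in RXFP1-transfected HEK293 cells with Ro 20174 present. EC50 from Hill-equation fits, with 29 nM porcine relaxin as 100% and buffer as basal.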
USP1 inh: USP1/UAF1 (human) deubiquitinase inhibition; AID 743255; Potency, µM (titrated, usually from 57.1 µM), without a hit: at the top dose activity change, negative = inhibition, usual class: inhibitors; recombinant USP1/UAF1, Ub-Rhodamine cleavage fluorescence; 390,000 compounds, 0.23% hits; O94782; further: on the % scale 0 is the no-effect control and ±100 the full control effect; nearly all actives have a fitted effect of over 60% in size; inactives centre near -12
Target sequence (O94782 whole entry, looked up): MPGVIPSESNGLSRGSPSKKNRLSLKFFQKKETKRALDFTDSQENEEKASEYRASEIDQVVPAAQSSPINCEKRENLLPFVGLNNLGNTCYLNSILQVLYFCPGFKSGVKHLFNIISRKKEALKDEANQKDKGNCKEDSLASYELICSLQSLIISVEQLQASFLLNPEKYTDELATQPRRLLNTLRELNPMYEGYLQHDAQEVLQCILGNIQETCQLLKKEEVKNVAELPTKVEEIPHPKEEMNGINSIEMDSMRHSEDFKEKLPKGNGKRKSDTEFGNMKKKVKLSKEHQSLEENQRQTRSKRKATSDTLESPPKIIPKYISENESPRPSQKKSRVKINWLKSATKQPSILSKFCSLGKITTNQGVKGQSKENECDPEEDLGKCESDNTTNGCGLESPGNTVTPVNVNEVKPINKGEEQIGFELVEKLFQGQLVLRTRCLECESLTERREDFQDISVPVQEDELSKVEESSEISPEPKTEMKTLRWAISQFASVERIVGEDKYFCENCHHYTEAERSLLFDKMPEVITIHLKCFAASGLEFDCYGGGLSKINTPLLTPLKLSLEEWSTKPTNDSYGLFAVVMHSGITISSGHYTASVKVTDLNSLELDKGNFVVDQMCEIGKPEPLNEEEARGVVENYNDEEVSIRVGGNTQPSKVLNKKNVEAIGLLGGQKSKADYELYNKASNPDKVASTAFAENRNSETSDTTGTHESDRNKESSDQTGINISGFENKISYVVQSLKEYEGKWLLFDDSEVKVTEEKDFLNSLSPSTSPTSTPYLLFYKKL
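Step one: compound is pinned into 1nM USP1/UAF1 in HEPES pH 7.8 buffer with TCEP. Step two: 15 min room-temperature incubation. Step three: Ub-Rho (150nM final) starts cleavage, tracked by fluorescence over six one-minute reads.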
Vif-APOBEC3G blk: inhibitors of Vif-APOBEC3G interaction. Potency, µM (top dose mostly 46.1 µM), for inactives: at the highest dose activity, negative = active, hits mostly inhibitors. 410,000 compounds, 0.076% hits. HeLa A3G-eYFP + Vif (tagged APOBEC3G with the HIV-1 protein that degrades it), YFP fluorescence, overnight. Q9HC16. AID 602310;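 further: on the % scale 0 is the no-effect control and ±100 the full control effect; nearly all actives have a fitted effect of over 60% in size; hits raise eYFP signal because A3G escapes Vif-driven loss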
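HeLa cells stably expressing Vif and C-terminally eYFP-tagged A3G, seeded overnight at 37 deg C, then exposed to compound by pintool overnight at 37 deg C. Rise in yellow fluorescence (Ex 488/Em 500-530, Acumen) marks blocked Vif-driven A3G degradation.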
TrxR1 inh: blocks rat thioredoxin reductase 1; O89049; recombinant rTrxR1, NADPH fluorescence consumption, selenite substrate; Potency, µM (top dose mostly 114 µM), for inactives: top-dose activity change, negative = inhibition, actives largely listed as inhibitors; 390,000 compounds, 1% hits; AID 588453; further: on the % scale 0 is the no-effect control and ±100 the full control effect; nearly all actives have a fitted effect of over 65% in size
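Rat TrxR1 (90 nM in the dispensed reagent) was pre-reduced with 400 uM NADPH for 5 min at room temperature, then incubated with compound for 15 min. After 400 uM selenite was added, NADPH fluorescence (Ex 340/Em 450 nm) was followed for 8 min.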
* hit, by the source's call; i = inactive; ? = inconclusive; . = not tested or not shown; & = joins results of further samples; [ ] = remark or other dose. The call rests on the fitted dose curve; in most records, active means well fitted curve in the direction sought with a large enough effect; inconclusive means small, poorly fitted or top-dose-only effect, or another doubt; inactive means no such curve, though single readings can be large; an effect the other way counts as inactive or inconclusive. Potency means the concentration at half of the fitted maximal effect. A portion of the library. The share of hits here may be higher or lower than overall.

Values run as follows: RGS4 inh	IDH1 R132H inh	12-LOX inh	Vif-A3F inh	TrxR1 substrate	RXFP1 agonist	USP1 inh	Vif-APOBEC3G blk	TrxR1 inh
1	COc1ccc(C(=O)NNS(=O)(=O)c2ccccc2)cc1OC
→ 27%	-7%	?	0%	-11%	-1.6%	1%	5%	37%[11.4 µM]
2	CC[C@@H]1C/C=C\Cc2ccccc2[C@@H](C(=O)C[C@H](O)CC(C)=O)OC1=O
→ -2%	-7%	-10%	9%	7%	.	-25%	0%	13%
3	Cc1nc(Nc2cccc(C(C)O)c2)c2nnn(Cc3ccc(F)cc3)c2n1 (stereo not given)
→ 0%	-8%	0%	5%	-4%	-1.7%	-13%	1%	18%
4	COc1ncccc1-c1nnn(-c2ccc(Cl)c(Cl)c2)n1
→ 11%	2%	-24%	-1%	8%[57.1 µM]	0.2%	16%	2%	23%[57.1 µM]
5	O=[N+]([O-])c1ccccc1-n1cnc2ccccc21
→ 17%	-4%	-14%	9%	-3%	2.0%	-6%	1%	6%
6	CSc1cccc(NC(=O)C2CCN(S(=O)(=O)c3ccc4[nH]c(=O)ccc4c3)CC2)c1
→ 7%	4%	-24%	-11%	9%[57.1 µM]	2.7%	-22%	-4%	34%[57.1 µM]
7	COc1ccc(C)cc1NC(=O)CN1C(=O)COc2ccc(S(=O)(=O)N3CCCCCC3)cc21
→ 12%[11.4 µM]	-2%&-5%	4%&-6%	1%&-15%	4%&10%	2.3%&-0.7%	-15%&-7%	2%&-1%	17%&31%
8	CCOC(=O)c1[nH]c2ccc(F)cc2c1NC(=O)c1cc(OC)c(OC)c(OC)c1
→ -28%[11.4 µM]	-1%	-16%	-2%	3%[57.1 µM]	2.6%	-13%	-6%	8%[57.1 µM]
9	Cc1ccc(C(=O)N/C(=C\c2cn(C)c3ccccc23)C(=O)OCCN(C)C)cc1
→ 0%	-5%	41%	-5%	7%[57.1 µM]	-1.0%	-11%	1%	22%[57.1 µM]
10	Cc1nnc(SCC(=O)NC(C)(C)C)n1NCc1ccc(N(C)C)cc1
→ -34%	-9%	4%	16%	-3%	-3.5%	-12%	2%	0%
11	COc1ccc(/C=N/NC(=O)C2c3ccccc3-c3ccccc32)cc1
→ 7%	1%	14%	3%	1%	0.6%	-8%	?	14%
12	COc1ccc([N+](=O)[O-])cc1N(CC(=O)Nc1ccccc1C(=O)N1CCOCC1)S(C)(=O)=O
→ -21%	0%	i	-8%	-11%	0.2%	-12%	1%	-9%
13	CCOCCCNC(=O)C1CCCN1S(=O)(=O)c1ccc(Cl)cc1 (stereo not given)
→ 11%	1%	0%	4%	7%	-0.5%	-21%	0%	15%
14	COc1ccc(/C=C2\SC(=N)N(c3ccc(F)cc3)C2=O)cc1
→ -2%	-1%	11%	-8%	6%[57.1 µM]	4.1%	-23%	1%	36%[activator][57.1 µM]
15	Cc1cc(C(=O)CN2C(=O)C(=O)N(Cc3ccccc3)C2=O)c(C)n1-c1ccccc1F
→ 16%	1%	13%	?	4%	2.3%	-11%	-21%	30%
16	O=C(CNC(=O)c1ccco1)N=Nc1c(O)[nH]c2ccc(Br)cc12
→ -3%[56.9 µM]	-18%	-10%	-6%	?	-1.7%	-16%	-2%	?
17	Nc1nc(SCC(=O)N2CCN(c3ccccc3)CC2)n[nH]1
→ 12%	-7%	0%	0%	-4%	-0.8%	-16%	3%	5%
18	Cc1cc(NS(=O)(=O)c2ccc3oc(=O)c4ncn(C)c4c3c2)ccc1Br
→ 18%	?	?	5%	-7%[57.1 µM]	0.9%	-1%	-20%	10%[57.1 µM]
19	COc1ccccc1NS(=O)(=O)c1cccc(C(=O)N/N=C/c2c(CO)cnc(C)c2O)c1
→ 15%	-5%	4%	3%	4%	-1.6%	-10%	6%	-8%
20	Cc1ccc(C)c(S(=O)(=O)N2CCCOC2CNC(=O)C(=O)NCc2ccco2)c1 (stereo not given)
→ -5%	2%	-4%	-18%	-12%	5.0%	-1%	-23%	-13%
21	Cc1cccc(C)c1NC(=O)C(NC(=O)c1ccccn1)c1ccccc1[N+](=O)[O-] (stereo not given)
→ -9%	-7%	-3%	2%	-2%	-1.9%	-21%	3%	26%
22	CS(=O)(=O)N(CC(=O)N1CCN(c2ccccc2F)CC1)c1cc(C(F)(F)F)ccc1Cl
→ 22%	-1%	.	-4%	2%	0.7%	-10%	4%	1%
23	COc1cccc2cc(-c3ccccc3)oc12
→ 24%	6%	53%[activator]	6%	3%	.	-18%	-1%	-7%
24	CCOc1ccccc1C(=O)N[C@H](C(=O)OCc1csc(CC(=O)Nc2ccc(C)cc2)n1)C(C)C
→ 6%	5%	-13%	-10%	1%	.	-13%	4%	19%
25	O=C(NCC1COc2ccccc2O1)c1ccc(Br)s1 (stereo not given)
→ 0%	2%	-5%	-3%	7%	0.5%	-23%	-10%	26%
26	Cc1ccc(NN2C(=O)C=C(c3ccc(Cl)cc3)C2=O)cc1
→ ?	-1%	?	-4%	-5%	1.7%	-9%	-16%	-32%
27	COC1=C(Nc2ccccc2)C(=O)c2ccccc2C1=O
→ -15%	0%	-36%	3%	3%[57.1 µM]	1.8%	?	-1%	13%[57.1 µM]
28	COc1ccc(NC2CCCN(C(=O)CSc3ccccc3)C2)cc1OC (stereo not given)
→ 1%	5%	-20%	-8%	11%	-1.4%	-10%	-2%	1%
29	CCOC(=O)C(=CNc1cc(C)ccc1[N+](=O)[O-])C(=O)OCC
→ -3%	11%	-22%	-11%	4%	-0.1%	-21%	1%	24%
30	COc1cc(NC(=O)c2cc(-c3cccc(OC)c3)n[nH]2)cc(OC)c1
→ -23%	-15%	-4%	-10%	5%	-0.6%	-16%	-4%	16%
31	CCOCCc1nn2c(=O)cc(COC(=O)COc3ccccc3Cl)nc2s1
→ -21%	-3%	-14%	5%	6%[57.1 µM]	2.3%	4%	3%	13%[57.1 µM]
32	Cn1c(-c2cc3c(C(F)(F)F)nn(C)c3s2)n[nH]c1=S
→ -19%	0%	?	2%	21%	6.3%	-21%	0%	-19%
33	CC(=O)Nc1ccc(S(=O)(=O)c2cc(O)ccc2O)cc1
→ -17%	6%	?	?	-1%	-2.0%	-8%	-7%	18µM*
34	CCCc1cc(=O)oc2cc(C)c(CN3CCCC3)c(O)c12
→ ?	11%	?	.	6%	0.9%	?	0%	-34%
35	Cc1ccc(C)c(NCC(=O)c2ccc(Cl)cc2)c1
→ 7%	?	35µM*	-17%	4%	2.3%	-14%	0%	14%
36	NS(=O)(=O)c1ccc(NC(=O)c2cc(-c3cc(Cl)ccc3O)n[nH]2)cc1
→ -35%	3%	8%	11%	9%[57.1 µM]	0.9%	-18%	1%	4%[57.1 µM]
37	COc1cccc(OC)c1C(=O)N1CCN(S(=O)(=O)c2ccccc2)CC1
→ -2%[11.4 µM]	4%	-5%	-5%	-9%	3.0%	-11%	0%	18%[57.1 µM]
38	CCCC(=O)OCC(=O)Nc1cc(C(C)(C)C)nn1-c1ccccc1
→ 3%	13%	0%	-5%	-3%	2.7%	-13%	5%	11%
39	COc1cc(/C=N/NC(=O)c2ccc(NS(=O)(=O)c3cccs3)cc2)cc(OC)c1O
→ 15%	13%	?	8%	-14%	3.0%	-22%	5%	-20%
40	CCN(CCCNC(=O)COc1cc(=O)n(CC)c2ccccc12)Cc1ccccc1
→ -19%	1%	?	2%	1%	0.9%	-20%	1%	-8%
41	CCNC(=S)NNC(=O)c1cc(-c2ccc(OC)cc2)nc2ccccc12
→ -22%	0%	?	2%	0%	1.3%	-6%	-11%	-26%
42	O=C(CCCc1cccs1)Nc1ccc2c(c1)OCO2
→ -11%	3%	7%	0%	8%	0.0%	-12%	-1%	29%
43	CC(=O)Nc1cccc(-c2nc3ccc(NC(C)=O)cc3s2)c1
→ -9%	4%	1%	-9%	318%[activator]	9.3%	-2%	-2%	19%
44	CCN(CC)C(=O)Cn1cc(C(=O)C(=O)NCc2ccco2)c2ccccc21
→ -15%	26%	-1%	-3%	-6%[57.1 µM]	0.9%	-11%	6%	-3%[57.1 µM]

Single records, from the list above. Order of values: RGS4 inh, IDH1 R132H inh, 12-LOX inh, Vif-A3F inh, TrxR1 substrate, RXFP1 agonist, USP1 inh, Vif-APOBEC3G blk, TrxR1 inh
`Cc1cc(NS(=O)(=O)c2ccc3oc(=O)c4ncn(C)c4c3c2)ccc1Br` as listed: 18%, ?, ?, 5%, -7%[57.1 µM], 0.9%, -1%, -20%, 10%[57.1 µM]
`CCOC(=O)c1[nH]c2ccc(F)cc2c1NC(=O)c1cc(OC)c(OC)c(OC)c1` as listed: -28%[11.4 µM], -1%, -16%, -2%, 3%[57.1 µM], 2.6%, -13%, -6%, 8%[57.1 µM]
